# Bioassay records from PubChem BioAssay.
# PGC1a acetyl inh – inhibitors of PGC1a acetylation signal, primary screen, cell-based, U2OS, AlphaScreen, inhibitor mode; AID 651687, 2012; inhibition, % at 15.6 µM; actives 0.17% (n = 350,000); AlphaScreen anti-acetyl-lysine; with virally co-expressed GCN5 acetyltransferase;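 active = every replicate shows inhibition of at least 40%; inconclusive = mean inhibition at least 40% but some replicate below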;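 note: 0% = neutral control wells and 100% = positive control wells; some results beyond the cut were filed as inactive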
# EWS-Fli block – EWS/Fli-driven NR0B1 reporter inhibitors, primary screen, A673 cells, NR0B1 luciferase, luminescence, MLPCN library; actives 0.67% (n = 350,000); AID 651661, 2012; viability-normalised; inhibition, % at 12.6 µM;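 active = mean inhibition of at least 50% after viability correction, with every replicate also passing that limit; inconclusive = mean reaches 50% but only one of two replicates passes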;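 note: firefly luciferase signal divided by Alamar Blue viability fluorescence both relative to DMSO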
# miR122 inh – miR-122 Renilla sensor signal increase in Huh7, primary screen, miR-122 inhibitor project, cell-based, single point, plate reader; Huh7 miR-122 Renilla luciferase sensor, 48 h; neutral wells = 0, positive control = 100; actives 0.3% (n = 340,000); activation (reporter increase), % at 12.5 µM;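 active = mean replicate activation score at least 90 and every replicate individually at or above 90; inconclusive = only one of the two criteria met; inactive = neither criterion met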;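 note: higher luciferase means less miR-122 activity so hits act as miR-122 inhibitors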
# Cneo AK release – Cryptococcus neoformans cell lysis inducers, primary screen, AK release luminescence, single concentration. lysis activity, % at 15 µM. actives 0.2% (n = 360,000). C. neoformans lysis, adenylate kinase release luminescence, 4 h; normalised: neutral wells 0, clomiphene wells 100;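 active = mean lysis activity across replicates of at least 80%, whatever share of replicates individually reach that level; inactive = mean lysis activity below 80%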
#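 Material – Cryptococcus neoformans yeast cells · Quantity – 5 × 10^6 yeast cells/mL · Buffer or medium – YPD medium · Compound – single dose · Timing – 4 h static compound exposure, 37 °C, read 1 h post-reagent · Signal – adenylate kinase release luminescence · Read-out basis – lysis from increased AK signal · Benchmarks – Clomiphene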
# Casp6 inh – human caspase-6 inhibitors, primary screen, biochemical, VEID-R110 fluorescence, single point, set 2; P55212; inhibition, % at 12.5 µM; AID 686996, 2013; actives 0.53% (n = 350,000); purified caspase-6, Z-VEID-R110 cleavage fluorescence;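 active = mean inhibition across replicates at least about 35%, with every replicate also reaching that limit, limit read from the data; inconclusive = only one of the two criteria met; inactive = neither criterion met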;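 note: 0% = median of neutral control wells and 100% = no fluorescence left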
# Target sequence (P55212 24-179 limits assumed): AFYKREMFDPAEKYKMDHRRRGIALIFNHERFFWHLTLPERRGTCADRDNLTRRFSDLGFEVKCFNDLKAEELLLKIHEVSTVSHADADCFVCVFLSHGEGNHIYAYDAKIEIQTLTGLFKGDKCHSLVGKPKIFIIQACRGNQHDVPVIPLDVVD
# Target sequence (P55212 194-293 limits assumed): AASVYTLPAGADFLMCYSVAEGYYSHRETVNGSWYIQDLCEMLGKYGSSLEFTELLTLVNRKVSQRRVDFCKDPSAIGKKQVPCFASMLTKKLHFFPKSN
# LGR2 antag – inhibitors of bursicon-induced LGR2 CRE-luciferase signal, primary screen, cell-based, HEK293, CRE-luciferase reporter, bursicon stimulation; bursicon-stimulated, 4 h; actives 0.35% (n = 380,000); Drosophila bursicon receptor LGR2 (rickets); AID 720647, 2013; inhibition, % at 9.99 µM;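 active = drop in luminescence signal, shown as inhibition above about 50% in the replicate tests, limit read from the data, passing the limit was not always enough; inconclusive = probably only some replicates passing the limit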;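 note: agonist challenge used bursicon conditioned medium at about half maximal strength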
# FN deposit inh – inhibitors of fibronectin matrix deposition, primary screen, AH1F cells, Alexa488-fibronectin fluorescence, plate reader; AH1F fibroblasts, overnight; inhibition, % at 12.6 µM; actives 0.086% (n = 350,000);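 active = mean inhibition across replicates of 30% or more, regardless of how many single replicates reach that level; inconclusive = mean under 30% yet at least half of replicates reach 30%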;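 note: positive control wells lacked labelled fibronectin entirely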
#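 Assay system: AH1F fibroblast monolayer, labelled fibronectin deposition. Amount: 10000 cells per well. Also added: labelled fibronectin 24 nM. Compound: single-point pinned compound. Incubation: cell attachment 1 h, compound and FN exposure overnight. Detection: fluorescence after three HBSS washes, excitation 485 nm, emission 525 nm. Read-out: inhibition of fibronectin deposition signal.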
# PAX8 inh HTS – inhibitors of PAX8-driven TPO luciferase reporter, primary screen, RMG-I cells, single concentration; actives 1.2% (n = 360,000); inhibition, % at 12.6 µM; SteadyGlo, 24 h;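 active = mean replicate inhibition at least 60% with every replicate also reaching 60%; inconclusive = only one of the two criteria is met; inactive = mean below 60% and not all replicates reaching 60%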;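 note: luciferase light reporting Pax8 driven TPO promoter activity; plate controls were median of neutral control wells for no effect and mitoxantrone controls for full effect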
# * hit, by the source's call; ? = inconclusive; . = not tested or not shown; & = joins results of further samples; [ ] = dose if it differs, or a comment.
SMILES,PGC1a acetyl inh,EWS-Fli block,miR122 inh,Cneo AK release,Casp6 inh,LGR2 antag,FN deposit inh,PAX8 inh HTS
CO[C@H]1CN(C)C(=O)c2cc(NC(=O)C3CCCC3)ccc2OC[C@@H](C)N(C(=O)CC2CC2)C[C@H]1C,7.6,-0.3,12.4[16.7 µM],4.3,0.5,18.7,.,.
Cc1ccc(/C(N)=N/OC(=O)CCc2ccccc2)cc1,6.6,-85.4,-3.8,-3.6,-2.0,-61.5,.,.
O=C(Nc1ccon1)c1csc2c1CCCC2,1.1,-3.6,-3.4,0.6,1.8,.,.,.
CCOC(=O)C1CCN(C(=O)CN2C(=O)c3ccccc3Sc3ncccc32)CC1,3.3,-18.2,-1.3,0.8,1.3,2.7,12.2,1.5
Cc1ccc(S(=O)(=O)N2CCC(C(=O)N3CCN(c4ccccn4)CC3)CC2)cc1,8.0,.,.,2.3,-1.2,-2.7,1.0,23.5
O=C(N[C@@H]1CC[C@H](CCNS(=O)(=O)c2ccccc2)O[C@H]1CO)c1cccc(F)c1,3.0,-2.4,.,10.3,3.1,3.5,5.4,14.9
Clc1ccccc1Oc1cnc2ccccc2n1,-2.1,.,-7.6,1.8,.,.,4.1,-25.4
COc1cccc(N2CCN(S(=O)(=O)c3ccc(CN4C(=O)c5cccnc5C4=O)cc3)CC2)c1,3.9,-1.4,-0.9,-0.7,-2.1,16.5,-9.9,-10.1
Cc1cc(C)cc(NC(=O)C2CC3CCC2C3)c1 (configuration not stated),13.5,1.6,4.5,4.5,1.1,-3.7,1.0,-8.1
C[C@@H]1CN([C@@H](C)CO)C(=O)c2cc(NS(=O)(=O)c3ccccc3)ccc2O[C@@H](C)CCCCO[C@H]1CN(C)Cc1ccc(C(=O)O)cc1,12.4,0.7,-4.3[16.7 µM],1.9,.,-2.8,2.1,-9.6
CC(C)C[C@H]1CN=C(Nc2ccccc2)N1CCCC1CCCC1,.,24.9,.,-1.0,8.3,17.2,4.4,0.8
COC(=O)C1=C(COc2ccccc2)NC(=O)NC1c1ccc(Cl)cc1 (configuration not stated),.,8.1,.,.,-1.9,-2.5,10.1,29.6
Cc1ccc(S(=O)(=O)N2CCC(C(=O)OCC(=O)N(CCC#N)c3ccc(F)cc3)CC2)cc1C,4.7,-1.7,-1.7,0.6,-2.8,5.7,0.0,-6.5
CC(C)CN(C(=O)Cn1nnc(-c2ccc(F)cc2)n1)C1CCS(=O)(=O)C1 (configuration not stated),.,-2.2,.,.,-0.5,-5.0,.,6.3
C[C@@H]1CN([C@H](C)CO)C(=O)c2cccc(NC(=O)c3cnccn3)c2O[C@H]1CN(C)S(=O)(=O)c1ccc(Cl)cc1,0.8,2.4,-0.8[16.7 µM],.,.,-4.6,-3.0,.
Cc1cc(C)n2c(SCCO)nnc2n1,-0.2,7.5,-3.3,-1.6,3.1,.,-11.5,-28.2
CCN(C(=O)Cc1cccs1)c1nnc(-c2cc(OC)c(OC)c(OC)c2)s1,-11.2,.,0.3,0.6,.,.,0.2,7.1
C[C@H](CO)N1C[C@H](C)[C@H](CN(C)Cc2ccccc2)Oc2cc(C#CC3CC3)ccc2S1(=O)=O,-15.1,6.8,14.0[16.7 µM],41.8,2.0,0.5,.,-11.9
Cc1nc(C)c(C(=O)Nc2ncc([N+](=O)[O-])s2)o1,.,57.5*,-9.1,3.0,33.1,43.2,5.6,22.5
O=C(c1ccc(OC2CCN(C/C=C/c3ccc(F)cc3)CC2)cc1)N1CCCC1,4.5,13.7,-5.2,0.2,-6.9,1.8,3.0,8.8
Cc1cc(C)nc(SCc2cc(=O)c(OC(=O)c3ccco3)co2)n1,.,4.3,.,.,4.9,3.6,2.3,23.7
COc1ccc(CNc2ccc(C)cc2)cc1Br,0.4,.,-8.2,-2.4,.,.,5.6,-47.5
O=C(O)C[C@H]1C[C@H]2c3cc(NC(=O)C4CCOCC4)ccc3O[C@H]2[C@@H](CO)O1,-6.8,.,.,.,2.2,-4.8,-5.0,-3.0
C/C(=N\NC(=O)c1cccc(N/N=C(\C)c2ccc([N+](=O)[O-])cc2)c1)c1ccc([N+](=O)[O-])cc1,0.6,-4.7,.,.,3.9,6.8,13.7,-8.7
Cc1cccc(NC(=O)c2cc(C)nc3ccccc23)c1,2.2,8.7,4.8,-2.6,-1.0,-7.9,6.0,-3.4
CC(C)NC(=O)N(C)C[C@H]1OCCCC[C@@H](C)Oc2ccc(NC(=O)Cc3ccccc3)cc2C(=O)N([C@H](C)CO)C[C@@H]1C,-2.9,.,1.7[16.7 µM],-0.8,-3.4,-4.6,-12.7,-3.3
CCN(Cc1nc2cc(Cl)ccc2c(=O)[nH]1)C(=O)c1cc(C2CC2)nn1-c1ccccc1,.,-0.6,.,.,3.6,-12.4,0.8,13.6
COc1cccc(NC(=O)N(C)C[C@H]2OCc3ccccc3-c3c(n(C)c4ccccc34)C(=O)N([C@H](C)CO)C[C@H]2C)c1,-44.0,11.4&12.1,.,.,1.4&1.5,-15.6,-10.2,19.8
Cc1cc(C)cc(OCC(=O)N/N=C\c2cn(C)nc2C)c1,1.7,-8.9,-5.9,-0.2,0.0,-1.7,-2.6,3.2
CC(=O)c1cccc(NC(=S)N2CCCC2)c1,-3.9,.,-4.0,1.5,-3.1,5.7,4.7,-4.7
CCOC(=O)c1ccc(NS(=O)(=O)c2cc(-c3nnnn3CC)ccc2OC)cc1,4.8,.,4.4,-2.9,.,.,10.7,.
Cc1nnc(SCCCOc2ccccc2)nc1C,-2.5,-14.4,-2.5,1.8,-0.2,-12.9,-13.1,-39.1
CNC[C@H]1Oc2ncc(-c3cccc(F)c3)cc2C(=O)N([C@H](C)CO)C[C@H]1C,0.1,-9.0,2.4[16.7 µM],0.2,-0.6,-11.1,-4.0,.
O=C(CCC(=O)c1cccs1)NCc1cccnc1,-1.4,-3.5,-9.1,-2.4,-0.3,-5.6,38.1*,2.0
COc1cccc(C(=O)NNC(=O)C(=O)Nc2cccc(Cl)c2C)c1,1.6,-15.9,0.1,-3.9,0.6,15.9,-8.1,-1.7
Cc1ccc(OCC(O)Cn2c3ccccc3c3ccccc32)cc1 (configuration not stated),-4.0,.,14.4,-3.8,.,5.7,9.9,.
CN(C)CCCNC(=O)[C@@H]1[C@@H](CO)[C@@H]2Cn3c(ccc(-c4cccc(F)c4)c3=O)[C@H]1N2,7.0,-4.7,.,.,1.0,-10.4,.,7.3
O=C(Nc1nnc(SCC(=O)N2CCOCC2)s1)c1ccccc1Cl,3.5,-5.9,0.6,-0.7,-1.3,17.0,.,.
O=C(Nc1ccc(Cl)cc1)N1CCN(C(=O)C2CCCO2)CC1 (configuration not stated),-6.4,1.8,-4.8,-0.5,1.4,6.6,3.6,3.6
Cc1csc(=O)n1CCC(=O)NCc1ccc(F)cc1,9.1,-2.8,-4.1,1.3,1.3,-7.5,3.6,-6.6
C[C@@H]1CN([C@@H](C)CO)C(=O)c2cc(NC(=O)CCCCCC(=O)Nc3ccccc3N)ccc2O[C@@H](C)CCCCO[C@@H]1CN(C)CC1CCCCC1,4.0,?,23.7[16.7 µM],3.6,-4.2,9.8,.,47.5
O=C1OC(c2ccccc2)(c2ccccc2)c2ccccc21,-20.7,9.6,.,4.2,-1.8,3.3,6.2,11.3
COc1ccc(OCC(=O)N2CCN(C(=O)c3ccc([N+](=O)[O-])cc3)CC2)cc1,4.8,4.0,.,.,-3.1,-0.8,-8.6,10.5
CCc1c(C(=O)NNC(=S)NCC(C)C)csc1C,4.3,13.9,60.0,3.3,-3.4,-13.1,.,.
CCn1nc(C(=O)OCC(=O)N2c3ccccc3CC2C)c2ccccc2c1=O (configuration not stated),-0.3,.,-2.0,-1.8,.,.,-8.3,-6.6
C=CCNC(=O)[C@H]1[C@@H]2C(=O)O[C@@H](c3ccccc3)[C@@H](c3ccccc3)N2[C@@H](c2ccccc2OCCO)[C@]12C(=O)N(C(=O)OCCOC)c1ccccc12,.,8.4,.,5.5,1.4,.,.,81.7*
O=C(C[C@H]1CC[C@@H]2[C@H](COC[C@@H](O)CN2CCC(F)(F)F)O1)NCC1CC1,-9.8,-2.8,-0.5[16.7 µM],38.5,-2.4,-10.8,-6.2,-2.8
COc1ccc(NC(=O)CSc2n[nH]c(-c3ccco3)n2)cc1,.,30.4,1.2,2.4,3.8,-0.7,6.6,1.3
CC(=O)c1ccc2noc(-c3ccc(C)cc3)c2c1,-5.4,-25.0,.,.,-1.9,-35.2,2.7,-32.9
O=C(c1ccco1)N1CCCC(Nc2ccc3c(c2)OCCO3)C1 (configuration not stated),5.4,.,-6.4,-3.7,0.1,-16.2,11.2,-47.7
COC(=O)c1c(-c2ccccc2OC)sc2ccccc12,.,5.5,.,-3.1,.,-5.0,-1.8,11.0
Cc1cccc(OCC(=O)Nc2ccccc2N2CCCCC2)c1C,.,12.0,-0.6,.,-4.7,8.9,19.6,27.8
COc1ccc(CN(C)C[C@H]2Oc3ccc(NS(=O)(=O)c4ccc(Cl)cc4)cc3CC(=O)N([C@@H](C)CO)C[C@@H]2C)cc1,-4.0,7.7,-5.1[16.7 µM],0.4,-1.1,-6.2,-7.6,17.1
Cc1ccccc1NC(=O)Nc1ccc2c(c1)CCC2,.,-153.3,.,-2.2,-4.7,-86.1,5.3,-181.3
CCN(C(=O)COC(=O)/C=C/c1ccc(F)cc1)C1CCCCC1,10.2,-1.0,-7.1,.,2.3,-4.2,-3.5,.
Cc1ccc(-c2csc3ncn(CC(=O)OC(C)C)c(=O)c23)cc1,3.4,1.2,-3.0,1.0,2.3,16.3,6.1,36.9
C[C@H]1CN([C@@H](C)CO)C(=O)c2cccc(NC(=O)C3CCOCC3)c2O[C@H]1CN(C)S(=O)(=O)c1ccc(Cl)cc1,5.1,-7.1,-5.5[16.7 µM],-1.2,-0.1,10.2,.,-7.9
CCc1c(C)nc2c(-c3ccccc3)c(C)[nH]n2c1=O,-11.3,6.1,-1.7,0.5,-1.7,4.6,-6.6,-15.6
CC(C)COc1ccc(Br)cc1CNC(C)(C)C,.,3.2,.,.,3.3,3.7,-12.1,15.0
O=C(C[C@H]1CC[C@H]2[C@@H](COC[C@@H](O)CN2S(=O)(=O)c2ccccc2F)O1)N1CCC(Cc2ccccc2)CC1,-1.0,5.8,-5.1[16.7 µM],-1.8,0.3,-5.5,-16.8,9.3

# No enrichment for hits. About 2.5% of those tested had a hit in this group.
